TLR9-MyD88 inh = inhibitors of TLR9-MyD88 association in cells, primary screen, cell-based, CHO, BLA complementation, fluorescence. Toll-like receptor 9 (Homo sapiens) + Myeloid differentiation primary response protein …. CCF4 FRET ratio. inhibition, % at 4.98 µM. 340,000 tested, 0.21% active;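 active means inhibition above the mean over all tested compounds plus 3 SD, cut at about 21% in these data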;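 further: 0% = DMSO only wells and 100% = clavulanate BLA inhibitor control wells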
TROY signal inh = inhibitors of TROY-driven NF-kB signaling, primary screen, Q293 LMP1-TROYcd cells, NF-kB luciferase, uHTS | 360,000 tested, 0.98% active | inhibition, % at 10 µM | Q293 LMP1-TROYcd NF-kB luciferase reporter, 4 h | AID 1347056, 2019;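 active means compounds whose plate-normalised and pattern-corrected inhibition of the luciferase reporter signal at the single screening dose is 50% or more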
NCOA2 inhibitor = inhibition of GAL4-SRC2 driven luciferase reporter, primary screen, SRC2 inhibitor project, cell-based, luminescence. Nuclear receptor coactivator 2 (Homo sapiens), Q15596. HEK293 GAL4-SRC2 luciferase reporter. inhibition, % at 9 µM. 370,000 tested, 0.17% active. AID 651957, 2012;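 active means inhibition above the mean inhibition of all tested compounds plus 3 SD, set per campaign, cut at about 52% in these data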;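 further: 0% = DMSO treated cells and 100% = cells given Gossypol at 36 µM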
COUP-TFII inh = NR2F2 transcriptional activity inhibitors, primary screen, cell-based, luciferase reporter, HEK293T, luminescence | HEK293T NGFI-A luciferase reporter | COUP transcription factor 2 (Homo sapiens), P24468 | 370,000 tested, 0.7% active | inhibition, % at 8.6 µM;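 active means inhibition above a per-plate cutoff, mean inhibition of test wells between control levels plus 3 SD, cut at about 38% in these data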;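 further: cells cotransfected with COUP-TFII expression vector driving the NGFI-A reporter; 0% = median of COUP-TF2 test wells and 100% = reporter-only cells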
Target sequence (P24468 whole entry, looked up): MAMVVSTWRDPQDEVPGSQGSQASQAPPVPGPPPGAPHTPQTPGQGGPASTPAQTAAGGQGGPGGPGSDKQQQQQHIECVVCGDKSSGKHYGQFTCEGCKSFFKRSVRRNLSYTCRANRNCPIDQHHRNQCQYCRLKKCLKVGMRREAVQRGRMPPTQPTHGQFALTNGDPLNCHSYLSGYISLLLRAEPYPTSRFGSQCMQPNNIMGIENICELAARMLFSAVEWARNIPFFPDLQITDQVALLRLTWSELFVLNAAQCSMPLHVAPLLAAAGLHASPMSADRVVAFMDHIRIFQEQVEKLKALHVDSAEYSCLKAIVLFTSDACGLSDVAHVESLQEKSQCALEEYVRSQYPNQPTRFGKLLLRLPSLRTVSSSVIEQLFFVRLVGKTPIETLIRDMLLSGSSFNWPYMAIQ
NCOA1 inh = SRC1 coactivator transcriptional activity inhibitors, primary screen, cell-based, luminescence | inhibition, % at 3.6 µM | HEK293 GAL4-SRC1 luciferase reporter | 360,000 tested, 0.12% active | Nuclear receptor coactivator 1 (Homo sapiens), Q15788;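 active means inhibition above the campaign mean plus 3 SD, with each screening campaign given its own cutoff, cut at about 60% in these data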;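 further: 0% = DMSO treated cells and 100% = gossypol at 36 µM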
LRH-1 inv ag = LRH-1 (NR5A2) inverse agonists, primary screen, cell-based, luminescence, HEK293T, StAR-luciferase reporter; Nuclear receptor subfamily 5 group A member 2 (Homo sapiens), O00482; 360,000 tested, 0.13% active; AID 602396, 2012; LRH-1 transfected, 24 h; inhibition, % at 3.6 µM;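 active means inhibition above the mean inhibition of all tested compounds plus 3 SD, cut at about 73% in these data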;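 further: 0% = DMSO wells and 100% = reporter-only cells lacking LRH-1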
NOD2 RIPK2 PPI = NOD2-RIPK2 binding disruptors in cells, primary screen, fluorescence, CHO cells, BLA complementation; inhibition, % at 4.98 µM; AID 624267, 2012; Receptor-interacting serine/threonine-protein kinase 2 (Homo sapiens), O43353; CCF4 ratio; 360,000 tested, 0.38% active; in the data active means inhibition above about 21%;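 further: 0% = vehicle only and 100% = reference blocker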
Target sequence (O43353 whole entry, looked up): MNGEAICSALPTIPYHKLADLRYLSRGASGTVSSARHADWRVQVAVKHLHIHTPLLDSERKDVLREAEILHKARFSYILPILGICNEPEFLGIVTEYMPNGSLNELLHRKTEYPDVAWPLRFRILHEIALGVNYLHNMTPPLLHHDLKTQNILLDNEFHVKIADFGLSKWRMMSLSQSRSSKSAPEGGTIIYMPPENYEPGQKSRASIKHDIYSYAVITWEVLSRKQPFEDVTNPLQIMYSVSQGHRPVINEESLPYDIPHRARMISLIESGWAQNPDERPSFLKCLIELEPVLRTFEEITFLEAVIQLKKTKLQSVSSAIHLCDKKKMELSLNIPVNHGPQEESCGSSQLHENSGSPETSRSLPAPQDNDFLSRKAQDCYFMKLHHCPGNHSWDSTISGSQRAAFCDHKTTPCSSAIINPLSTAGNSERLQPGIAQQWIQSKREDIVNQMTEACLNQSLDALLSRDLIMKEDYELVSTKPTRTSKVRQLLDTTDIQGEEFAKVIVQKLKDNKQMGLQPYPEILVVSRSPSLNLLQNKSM
NCOA3 inh = SRC3 coactivator transcriptional activity inhibitors, primary screen, cell-based, luminescence; Nuclear receptor coactivator 3 (Homo sapiens), Q9Y6Q9; HEK293 GAL4-SRC3 luciferase reporter; inhibition, % at 3.6 µM; 360,000 tested, 0.17% active; AID 588352, 2011;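 active means inhibition above a per-campaign cutoff, the mean of all compounds plus 3 SD, cut at about 60% in these data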;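 further: 0% = DMSO-treated cells and 100% = gossypol-treated cells at 36 µM; higher means less SRC3-driven luciferase light from the GAL4 reporter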
Vif inh = HIV Vif self-association inhibitors, primary screen, imaging, HEK293T, single point; AID 602346, 2012; HEK293T cells, Vif self-association by quenched fluorescence, 24 h; 340,000 tested, 0.35% active; inhibition, % at 7.49 µM; in the data active means inhibition above about 50%, passing the limit was not always enough; further: some results filed as inactive read as strong as hits
C8 TRAIL sens = viability loss with TRAIL in NB7+C8 cells, primary screen, TRAIL sensitizer project, cell-based, ATPlite luminescence | inhibition (viability loss, TRAIL sensitization), % at 10 µM | 360,000 tested, 1% active;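 active means compounds causing at least 50% loss of cell viability in the single-dose screen, relative to plate controls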
EBV LMP1 NFkB = EBV LMP1-driven NF-kappaB luciferase reporter inhibitors, primary screen, cell-based, luminescence, single point. LMP1-induced NF-kappaB luciferase reporter cells. inhibition, % at 12.5 µM. 350,000 tested, 0.69% active. AID 504558, 2011; in the data active means inhibition above about 41%;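 further: 0% = neutral control wells and 100% = reference inhibitor control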
* = called active by the depositor; . = no result given. A portion of the library (hit frequency here may not be typical).

Molecule	TLR9-MyD88 inh	TROY signal inh	NCOA2 inhibitor	COUP-TFII inh	NCOA1 inh	LRH-1 inv ag	NOD2 RIPK2 PPI	NCOA3 inh	Vif inh	C8 TRAIL sens	EBV LMP1 NFkB
CCC(C)NC(=O)C1(C)CCC(=O)N1Cc1ccccc1OC (centres undefined)	6	-5	-6	9	-10	6	8	-3	-19	-12	-5
O=c1cc(CN2CCN(Cc3ccccc3)CC2)c2cc(O)ccc2o1	7	21	2	6	1	0	-3	5	-12	2	2
O=C(NCc1ccc2c(c1)OCO2)c1c(F)c(F)c(F)c(F)c1F	6	-18	3	5	-2	6	2	10	5	14	-6
Cc1ccc(SCC(=O)NC2CC2)cc1	0	-17	-3	17	-11	-9	-10	1	6	-12	6
COc1cc(C(CC(=O)N2CCOCC2)c2c(OC)cc(OC)c3ccc(=O)oc23)cc(OC)c1OC (centres undefined)	-5	-7	-12	1	-5	0	14	-8	-3	-2	2
CCN(CC)C(=O)C[n+]1cccc(C(N)=O)c1	-4	16	8	1	1	-3	2	7	10	-8	-1
Cc1ccc(NC(=S)NNC(=S)Nc2ccc(C)cc2)cc1	0	-32	-42	11	-24	-29	8	-16	-4	2	-14
COCCN(C(=O)COC(=O)Cc1coc2cc(C)ccc12)c1c(N)n(Cc2ccccc2)c(=O)[nH]c1=O	-2	6	-1	4	-18	-3	-11	-5	21	-14	2
O=C(Nc1cccnc1Cl)c1cc(-c2ccc(F)cc2)on1	-7	-53	3	-13	-19	6	-8	-13	-30	2	1
O=C(Nc1ccc(NC(=O)c2cccnc2Cl)cc1)c1cccc(Cl)c1	-7	-40	-10	-15	-72	-11	-3	-32	5	9	2
COc1ccc(CN(C(=O)c2oc3cc(C)ccc3c2C)C2CCS(=O)(=O)C2)cc1OC (centres undefined)	4	1	-52	-18	-1	8	0	-1	3	10	-6
CNC(=O)C1Cc2c(-c3ccc(Cl)cc3)ccnc2O1 (centres undefined)	.	8	-32	1	-5	-13	-5	-22	.	-25	.
NC(Cc1ccccc1)c1csc(Nc2nccc(C(F)(F)F)n2)n1 (centres undefined)	.	-5	-14	3	-7	4	8	-4	25	26	.
CN(C)/C=C(\C#N)C(=O)Nc1ccc(O)cc1F	3	-12	-16	-31	-27	-4	1	14	-2	-4	-1
COc1ccccc1C(=O)C1CCCN(Cc2ccc(Oc3ncccn3)cc2)C1 (centres undefined)	3	-24	-23	6	-6	-6	-7	-10	2	-15	-7
CCc1ccc2c(COC(=O)CNS(=O)(=O)c3ccc(NC(C)=O)cc3)cc(=O)oc2c1	-24	-6	-27	5	-11	-10	0	6	1	-10	5
COc1ccc([C@@H]2[C@@H]3C(=O)N(C(C)(C)C)C(=O)[C@@H]3[C@]3(C)C(=O)N(c4cccc(Br)c4)C(=O)N23)cc1	-4	-6	.	.	5	2	8	-20	-1	-19	0
O=C(Nc1ccccc1C(F)(F)F)N1CCN(c2ccc3nnc(-c4ccc(F)cc4)n3n2)CC1	4	-5	-14	8	-1	20	6	10	-10	-20	4
CCOc1ccccc1C(=O)NCC(=O)OCC(=O)N1C(C)CCCC1C (centres undefined)	-2	5	-2	4	5	15	-3	-10	-10	7	-11
Cc1nnc(SCc2c(Cl)cccc2[N+](=O)[O-])s1	-1	-2	-7	7	17	4	-21	3	-2	-5	-8
O=C(NCc1cccc(Cl)c1)C1CCC(=O)N(CC2CCCCC2)C1 (centres undefined)	-8	-7	1	9	-1	-1	1	-1	13	-11	0
Cn1nnnc1SC1CC(=O)N(c2ccccc2)C1=O (centres undefined)	-4	3	16	-1	-4	0	-4	0	0	-6	-10
COc1ccc(NC(=O)CSC2CC(=O)N(c3ccc4c(c3)OCCO4)C2=O)cc1 (centres undefined)	7	1	-7	-2	-2	12	4	-6	3	-7	7
COCCn1c(SCC(=O)Nc2cccc(F)c2)nc2c([nH]c3ccccc32)c1=O	-5	-12	-4	20	-42	0	-7	0	.	-11	-27
CC(C)[C@@H](N)C(=O)N/N=C/c1ccc2ncccc2c1	9	-9	18	-21	-12	10	6	-2	9	-1	6
C/C(=N\Nc1ccc(C)c(Cl)c1)c1cccnc1	0	-24	-16	-43	-28	-27	-7	-16	-4	11	-26
CC1=C(C(=O)N2CCCCCC2)CC(CC(=O)NCc2cccs2)C(=O)N1Cc1ccccc1 (centres undefined)	.	-7	-9	12	-7	-6	-6	20	.	-1	.
Fc1ccc(CNC(=S)Nc2cccc(C(F)(F)F)c2)cc1	4	21	-6	-4	8	18	-2	24	-4	2	10
CCOC(=O)N1Cc2cc3ccccc3nc2C1	6	-45	-48	-45	-77	-98	4	-125	-7	17	-8
Cc1ccc(CNc2cnccn2)cc1	5	4	-12	-2	-24	-14	8	9	33	5	-5
CC(C)Oc1ccccc1C1(c2ccccc2)NC(=O)NC1=O (centres undefined)	-9	2	-7	8	2	7	-2	4	12	-3	-2
COc1ccc(CNC(=S)NCc2ccc(F)cc2)cc1OC	-9	-4	14	20	7	7	4	-3	7	-11	6
CCN1C(=O)CSC1=Nc1ccc(C(=O)OC)cc1	6	-13	6	-3	4	-15	-1	-10	-4	-12	-1
CCOC(=O)N1CCC(N2CCN(S(=O)(=O)CC)CC2)CC1	9	-1	.	.	-1	13	-1	16	0	-15	0
Cc1ccc(C(=O)OCC(=O)NC(=O)c2ccccc2)o1	8	-38	-2	3	-5	7	-5	-20	20	-8	-3
COCCNC(=O)C1(C)CCN(C(=O)c2ccc3ccccc3n2)C1 (centres undefined)	.	3	5	1	-8	-4	-4	2	.	-3	.
Cc1c2c(nc3ccccc13)CCC(C(C)(C)C)C2 (centres undefined)	-7	-67	-50	-17	-43	-27	-3	-33	2	13	-22
CC1CN(C(=O)COC(=O)c2ccc(NC(=O)CC#N)cc2)CC(C)O1 (centres undefined)	-1	-1	-12	-7	-1	-4	-11	12	3	2	2
CCOc1cc(C)c(S(=O)(=O)Nc2ccc3cn[nH]c3c2)cc1C	1	32	.	.	2	25	5	28	-14	7	6
C/C(=N\NC(=O)C1CCCC1)c1ccc(C(C)C)cc1	1	-32	-17	-4	9	-29	-1	-32	-6	-4	-11
COC(=O)c1ccc(NC(=O)CSc2ccccn2)cc1	6	-41	12	-22	-8	-19	-11	-21	1	-7	-5
Cc1nn(-c2ccccc2[N+](=O)[O-])c(=O)c2ccccc12	1	-1	-28	-22	-17	-4	-8	13	3	23	4
COc1ccc(S(=O)(=O)Nc2cccc(/C=C/C(=O)O)c2)cc1	4	-3	-9	-3	3	-4	-12	18	-2	-23	7
COc1ccccc1C(=O)Nc1ccc(C)cc1C(=O)c1ccccc1	-3	11	11	2	-8	23	22*	20	4	3	-2
COc1cccc(OCC(O)CN2C(C)CCCC2C)c1 (centres undefined)	0	14	-19	0	7	4	-4	12	3	-11	2
COc1cccc(OC(=O)N2CCOCC2)c1	5	-10	-13	-30	-13	-17	3	-12	7	-8	1
CC(=O)c1cc(C(=O)c2ccccc2)sc1Nc1ccccc1	-6	-74	-29	-18	-26	-16	3	-34	-9	-1	3
O=S(=O)(Nc1ccccc1N1CCOCC1)c1c(F)cc(F)cc1Br	-8	8	-22	12	4	6	7	-2	-13	10	-4
O=C(O)c1ccc(NC(CSCc2cccc(F)c2)C(=O)O)c([N+](=O)[O-])c1 (centres undefined)	-4	4	-5	0	-9	-24	-10	-19	-5	-5	10
CCSc1nnc(NC(=O)C(C)(C)C)s1	6	-47	-18	-26	-47	-78	-14	-63	-3	0	-19
COc1cccc(C(=O)NCC(=O)N2CCC(C)CC2)c1	-5	-58	-43	-12	-39	-29	0	-26	3	-3	6
CCOc1ccccc1N(CC(=O)N/N=C(\C)c1cccc(Br)c1)S(C)(=O)=O	9	7	-13	9	-9	-1	-3	-5	-3	0	-1
COc1cccc(CNC(=S)Nc2ccc3c(c2)c(=O)n(C)n3Cc2csc(C)n2)c1	.	23	-10	-2	6	-8	-5	-10	-4	-5	.
CCN(CC)C(=O)CSc1nnc(-c2ccc(S(=O)(=O)NCc3ccccc3Cl)cc2)o1	-1	14	-6	9	14	7	-10	6	-6	-8	5
Cc1ccc(-n2c(C)cc(C)c(C#N)c2=O)cc1Cl	0	-3	19	6	5	7	-4	4	-2	0	-5
CC(=O)Nc1cccc2c1Cc1cc([N+](=O)[O-])ccc1-2	-9	-39	-33	-16	-16	-4	0	-5	-1	7	3

(cont.)
Molecule	TLR9-MyD88 inh	TROY signal inh	NCOA2 inhibitor	COUP-TFII inh	NCOA1 inh	LRH-1 inv ag	NOD2 RIPK2 PPI	NCOA3 inh	Vif inh	C8 TRAIL sens	EBV LMP1 NFkB
O=C(NC1CCCCC1)c1cccnc1Sc1ccccc1	1	7	-4	25	0	-5	-7	15	12	-16	4
Cn1cnc2c(cnn2C)c1=N	-4	11	26	8	-3	8	-11	3	-4	6	-2
CN1CCOCCOCCN(C)C1=O	-1	4	7	-4	-4	11	7	-16	34	8	1
CCN1C(=O)CC(C(=O)Nc2ccc(F)cc2)SC1=Nc1cccc(OC)c1 (centres undefined)	8	2	-26	-7	-1	4	2	13	4	2	10
COc1ccc(CCNC(=O)c2cc(-c3cc(Cl)ccc3O)n[nH]2)cc1OC	-3	48	14	-14	2	-6	1	-18	8	0	-13
CCn1cc(/C=C(\NC(=O)c2ccccc2)C(=O)NCCCn2ccnc2)c2ccccc21	6	11	-38	-15	6	13	6	2	.	-12	4
Cc1ccc(SCC(=O)NNC(=O)c2ccccc2)cc1C	3	0	-13	-11	-6	-10	2	-5	-5	0	-3
Cn1c(C(=O)N2CCc3ccccc3C2)cc2c(=O)n3ccccc3nc21	-2	14	-2	8	-41	-22	5	-11	-1	12	-9
COCCNc1nnc(SCC(=O)NNC(=O)c2ccccc2)s1	-7	-27	-33	-11	-49	3	-14	11	5	1	-8
Cc1[nH]c2c(C)cccc2c1CCNS(=O)(=O)c1cccc([N+](=O)[O-])c1	0	1	-3	-2	12	14	-5	3	-4	-7	0
Cc1c(NC(=O)c2ccc3c(c2)OCO3)cccc1-c1nc2ccccc2o1	3	11	3	-8	-5	11	-7	-9	1	7	-1
COCCN(C(=O)c1ccccc1OC)c1nnc(C)s1	-1	-6	0	-4	-13	16	5	-11	-13	-2	-7
O=C(Nc1cccc(C2=NCCN2)c1)Nc1cccc(C2=NCCN2)c1	3	3	-1	7	-7	-13	-10	-3	-10	9	0

Compound activity (PubChem BioAssay)
